Screens as filed in PubChem.
PLC-gamma1 inh: PLC-gamma1 (human) inhibition, primary screen; 370,000 tested, 0.84% active; P19174; purified PLC-gamma1, fluorogenic substrate, fluorescence; AID 720700; inhibition, % at 12.2 µM; in the data active = inhibition above about 9.5%
PLC-beta3 inh: inhibitors of human phospholipase C beta3 | Q01970 | inhibition, % at 12.2 µM | Purified PLC-beta3, fluorogenic substrate, fluorescence | 370,000 tested, 0.18% active | AID 720704; in the data active = inhibition above about 11%;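 also: 0% = median of compound wells on plate and 100% = full blocker control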
DAX1 inh-1: inhibitors of human orphan nuclear receptor DAX1 (NR0B1); P51843; HEK293 Gal4-DAX1 luciferase reporter, luminescence; inhibition, % at 6.75 µM; 340,000 tested, 0.99% active; AID 504766;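 active = inhibition above the mean over all tested compounds plus 3 SD, cut at about 4.2% in these data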;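 also: 0% = DAX1-transfected cells with DMSO and 100% = empty-vector control cells with DMSO; inhibition shows as a rise in luminescence from relieved DAX1 repression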
Target sequence (P51843 207-470 limits assumed): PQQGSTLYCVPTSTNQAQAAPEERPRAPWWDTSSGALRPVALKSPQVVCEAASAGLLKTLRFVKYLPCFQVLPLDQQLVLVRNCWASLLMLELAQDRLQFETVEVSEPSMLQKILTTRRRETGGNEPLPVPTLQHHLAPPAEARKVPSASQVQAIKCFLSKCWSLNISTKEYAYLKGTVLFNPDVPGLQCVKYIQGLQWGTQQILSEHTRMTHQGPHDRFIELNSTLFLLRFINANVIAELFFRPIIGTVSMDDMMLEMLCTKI
hgDAF-12 ag: hgDAF-12 agonism, primary luciferase screen; HEK293 GAL4-hgDAF12 UAS-luciferase reporter, agonist luminescence; normalized to butyrate control; activation, % at 6.8 µM; 370,000 tested, 1.8% active;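 active = activation above a cutoff set at the mean of all screened compounds plus 3 SD, cut at about 10% in these data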;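 also: 0% = DMSO wells and 100% = sodium butyrate wells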
ADAM17 inh: ADAM17 inhibition, QFRET primary screen; P78536; recombinant ADAM17, EDANS/DABCYL FRET peptide cleavage; inhibition, % at 6.95 µM; 370,000 tested, 0.83% active; AID 720648;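 active = inhibition above the mean of compounds lying between control limits plus 3 SD, set per campaign, cut at about 8.5% in these data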;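 also: 0% = DMSO-only wells as the low control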
DAX1 inh-2: blocks DAX1 repression of SF-1 activated StAR promoter; 370,000 tested, 1.1% active; AID 652010; inhibition, % at 6.8 µM; HEK293T StAR-luciferase reporter, SF-1/DAX-1 repression relief;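 active = inhibition above the mean over all tested compounds plus 3 SD, cut at about 3.6% in these data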;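 also: 0% = DAX-1 cells with DMSO and 100% = cells lacking DAX-1 with DMSO; higher inhibition means more luminescence from relief of DAX-1 repression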
SMARCA2 act: SMARCA2 function activation, primary screen. activation, % at 9.1 µM. MG213 cells, MMTV-luciferase reporter, dexamethasone, overnight. 370,000 tested, 1% active; in the data active = activation above about 7.8%;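 also: 0% = vehicle wells and 100% = reference activator wells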
hcDAF-12 act: activates DAF-12 receptor from parasite H. contortus | HEK293 hcDAF-12 lit1-tk-luc reporter, luminescence; 0% DMSO, 100% Δ7-dafachronic acid | activation, % at 6.8 µM | 370,000 tested, 1.4% active | AID 652067;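 active = activation above the mean of all tested compounds plus 3 SD, cut at about 5.5% in these data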;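 also: 100% = response to 3 µM Δ7-dafachronic acid high control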
NR1D1 modulator: modulates human Rev-erb alpha binding to DNA | P20393 | Rev-erbα–FITC-DNA binding, fluorescence polarization, 90 min | activity, % at 10 µM | 370,000 tested, 0.79% active;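 active = activity above about 14%, limit read from the data; passing the limit was not always enough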;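 also: 0% = DMSO wells with 35 nM protein and 100% = DMSO wells with 750 nM protein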
Target sequence (P20393 whole entry, looked up): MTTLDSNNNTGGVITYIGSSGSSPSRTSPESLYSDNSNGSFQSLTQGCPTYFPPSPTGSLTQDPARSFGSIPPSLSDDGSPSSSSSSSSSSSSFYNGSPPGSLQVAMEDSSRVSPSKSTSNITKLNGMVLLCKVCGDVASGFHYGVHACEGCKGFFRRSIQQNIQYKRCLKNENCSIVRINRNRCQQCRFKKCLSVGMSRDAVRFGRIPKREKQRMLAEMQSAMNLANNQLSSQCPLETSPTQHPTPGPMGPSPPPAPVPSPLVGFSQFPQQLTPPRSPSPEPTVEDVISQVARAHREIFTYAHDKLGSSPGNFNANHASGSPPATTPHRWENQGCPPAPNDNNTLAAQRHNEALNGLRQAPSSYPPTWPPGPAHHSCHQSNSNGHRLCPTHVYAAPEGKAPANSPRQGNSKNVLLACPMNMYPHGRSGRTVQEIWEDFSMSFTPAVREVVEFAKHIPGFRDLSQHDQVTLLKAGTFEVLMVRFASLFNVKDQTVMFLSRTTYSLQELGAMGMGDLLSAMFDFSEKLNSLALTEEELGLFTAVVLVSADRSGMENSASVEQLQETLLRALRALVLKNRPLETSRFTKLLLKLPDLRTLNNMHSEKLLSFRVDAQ
ssDAF-12 act: activators of S. stercoralis DAF-12 nuclear receptor; HEK293 ssDAF-12/GRIP1 lit1-tk-luc reporter, luminescence; % of 3 µM dafachronic acid response; activation, % at 6.8 µM; 370,000 tested, 1% active; AID 652126;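 active = activation above the mean over all tested compounds plus 3 SD, cut at about 0.9% in these data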;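 also: 0% = DMSO-only wells and 100% = 3 µM delta7-dafachronic acid wells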
MBD2 DNA inh: inhibitors of human MBD2 binding to methylated oligonucleotide; 370,000 tested, 0.31% active; inhibition, % at 4.4 µM; TR-FRET; AID 686964; Q9UBB5; in the data active = inhibition above about 13%
The depositor's hits bear a star; · = not tested or not shown.

SMILES	PLC-gamma1 inh	PLC-beta3 inh	DAX1 inh-1	hgDAF-12 ag	ADAM17 inh	DAX1 inh-2	SMARCA2 act	hcDAF-12 act	NR1D1 modulator	ssDAF-12 act	MBD2 DNA inh
CCN(C(=O)c1ccco1)C1C2CC3CC(C2)CC1C3 (stereo not drawn)	2	-5	-1.6	0.9	1	-2.8	2	-0.9	7	-0.8	0
CC(=O)c1ccc(Sc2ccccc2)cc1	5	0	1.9	-0.2	1	-0.1	5	0.9	9	-1.5	2
O=C(NCc1ccccc1F)c1ccc2c(c1)OCO2	-2	1	0.1	0.9	-3	-0.2	0	-1.0	-2	-1.4	2
Cc1cccc(C)c1NC(=O)C(c1ccccc1)N1CCN(c2ccc(F)cc2)CC1 (stereo not drawn)	4	2	·	0.4	8	1.7	-1	0.1	-1	-1.6	-2
O=C(CSc1nnnn1C1CCCCC1)Nc1cccc(NC(=O)c2ccco2)c1	0	1	0.1	-2.1	1	-0.8	0	-4.2	3	-0.8	-4
CC(C)Nc1nnc(SCC(=O)c2c[nH]c3ccccc23)s1	-4	-2	-0.1	-0.2	-3	-0.3	-2	4.2	-1	-0.5	0
COc1ccc(N2CCN(c3nc4c(c(=O)n(C)c(=O)n4C)n3CCCc3ccccc3)CC2)cc1	5	6	0.7	-0.6	3	1.8	1	0.9	5	-1.3	-3
Cc1noc(C)c1COC(=O)CN(C)S(=O)(=O)c1ccc(Cl)cc1	0	0	0.2	1.4	-5	1.2	1	-1.4	0	-0.8	2
O=C(c1ccc(Cl)c(S(=O)(=O)N2CCOCC2)c1)N1CCCCCC1	2	-2	-2.7	-0.4	-2	0.1	-1	-0.7	-4	-0.9	-1
CC1S/C(=N/N=C/c2ccco2)N(Cc2ccc(F)cc2)C1=O (stereo not drawn)	0	-8	2.2	-0.3	4	-0.3	1	0.1	1	-1.6	2
CC(C)(C)c1ccc(-c2noc(-c3ccno3)n2)cc1	0	-5	8.3*	13*	-1	1.5	3	5.0	4	0.9*	4
O=C1CN(S(=O)(=O)c2cccc(Cl)c2Cl)CCN1	0	1	1.2	3.5	-2	1.7	-1	0.0	-1	-0.7	0
CC(Cc1ccccc1)N1CCCC1=O (stereo not drawn)	0	4	0.9	2.9	-2	0.2	-3	-0.2	1	-1.1	-1
CC1(C)CC(NS(=O)(=O)c2ccc(C(C)(C)C)cc2)CC(C)(C)N1	-2	-8	1.0	1.3	-3	-0.2	-1	-3.5	2	-0.6	5
COc1ccc(S(=O)(=O)Nc2cc(S(=O)(=O)N3CCOCC3)ccc2OC)cc1	-1	-7	0.3	-1.3	-3	0.6	-1	-1.5	0	-0.7	-2
CNC(=S)NNC(=O)c1ccc(C(C)(C)C)cc1	0	-4	3.5	2.4	-4	0.5	5	3.9	-1	-1.1	3
COc1cccc(C(=O)COC(=O)C(C)N2C(=O)c3ccccc3C2=O)c1 (stereo not drawn)	0	-2	0.7	0.7	-6	0.0	1	-2.2	-5	-1.3	0
COCCN1C(=O)N[C@@H](c2cccc(C(F)(F)F)c2)[C@H](C(=O)OC)[C@H]1C	0	6	-1.0	0.8	-1	-0.1	-1	2.4	-2	-1.5	4
O=C(Nc1ccccc1)C1=C[C@@H](c2coc3ccccc3c2=O)C[C@@H](OCc2ccc(CO)cc2)O1	1	-5	-1.4	-0.5	0	-0.6	0	-1.5	-3	-1.2	0
COc1ccccc1C1C(C#N)=C(N)Oc2c1c(-c1ccccc1)nn2-c1ccccc1 (stereo not drawn)	-6	-22	-1.0	-4.0	4	-0.2	-5	-2.7	0	-1.4	5
O=c1c2ccccc2nc2n1C(CSCc1ccccc1)CS2 (stereo not drawn)	1	-1	-2.6	-5.8	-5	-2.0	-2	-3.4	3	-1.3	0
CC(=O)NC(CC(=O)Nc1ccc(S(=O)(=O)Nc2nccs2)cc1)c1ccccc1 (stereo not drawn)	-1	3	0.8	-2.0	-2	-0.4	-1	-0.6	0	-1.1	1
COc1cccc(-c2cc3nc4c(c(N5CCC6(CC5)OCCO6)n3n2)CCCC4)c1	-163	-191	0.6	-1.6	-16	-1.1	2	-2.9	-3	-1.8	-5
Cc1ccc(OCCC(=O)OCC(=O)Nc2ccc(C)cc2Cl)cc1	-6	-10	0.1	7.3	1	-2.5	-2	0.5	-4	-0.7	10
COCCCNC(=O)CN1C(=O)CSc2ccc(S(=O)(=O)N3CCOCC3)cc21	0	-6	0.8	-1.1	-3	0.4	1	-1.3	2	-1.2	2

(next part)
SMILES	PLC-gamma1 inh	PLC-beta3 inh	DAX1 inh-1	hgDAF-12 ag	ADAM17 inh	DAX1 inh-2	SMARCA2 act	hcDAF-12 act	NR1D1 modulator	ssDAF-12 act	MBD2 DNA inh
CC(C)n1ncc2c(C(=O)Nc3ccc(S(C)(=O)=O)cc3)cc(C3CC3)nc21	-8	-20	-0.4	2.3	-3	-2.7	-1	-0.6	1	-0.9	0
CN1CCN(c2ccc([N+](=O)[O-])cc2/C=N/NC(=O)c2ccc(F)cc2)CC1	0	4	-1.2	1.0	0	-0.4	0	-1.2	-3	-1.4	-10
N#Cc1c(Cl)nsc1NCCN1CCOCC1	-1	-5	0.4	0.5	1	0.0	-3	0.2	-1	-0.4	2
COC(=O)[C@@]12C[C@@H](CC(=O)N3CCN(C(=O)c4ccco4)CC3)C(=O)N(Cc3ccco3)C1=CCC(C)(C)C2	3	0	·	-1.9	-5	0.2	1	-1.9	-1	-0.4	0
CCN1C(=O)C(CC(=O)Nc2ccc(F)cc2)N(Cc2ccco2)C1=S (stereo not drawn)	-1	-5	-0.5	1.6	-7	-0.9	-2	-0.8	-1	-1.7	-5
CC(=O)c1ccc2c(c1)CCN2	2	-5	0.1	-0.6	-4	-0.8	-1	0.7	-3	-1.2	2
CCN(CC)c1ccc(C=Nn2c(-c3cc(C)[nH]n3)n[nH]c2=S)cc1	0	-5	·	-1.2	-1	-0.9	-1	3.1	0	-1.0	-2
CC(=O)Nc1ccc(S(=O)(=O)c2ccc(N)cc2)cc1	-1	1	0.0	3.8	-4	0.8	4	-1.9	-6	-1.3	-1
COc1ccc(/C=N/NC(=S)NCC2CCCO2)cc1 (stereo not drawn)	2	-6	-1.1	-1.7	-2	-0.2	-3	-2.2	-5	-0.5	2
Cc1cccc2cc(C#N)c(NCCNC(=O)c3ccccc3)nc12	-140	-203	-0.6	-2.5	-130	-2.1	0	-1.3	0	-1.0	2
Cc1ccc(SCc2ccc(C(=O)NCc3cccnc3)cc2)cc1	-1	1	-1.5	0.3	-1	-1.0	-4	-3.8	1	-1.0	-5
CCC(C(=O)OC)n1cnc2c(cnn2-c2ccc(Cl)cc2)c1=O (stereo not drawn)	2	3	0.0	4.4	-2	0.2	2	-1.5	-3	-1.5	-1
O=C(COC(=O)/C=C/c1cccc([N+](=O)[O-])c1)NCc1ccco1	4	2	0.9	-0.1	-4	-0.1	-2	-2.0	0	-1.2	5
O=C(O)CC/C(=N/NC(=O)CNC(=O)Cc1ccccc1)c1ccccc1	1	-2	1.3	-3.0	-2	0.1	5	-0.5	7	-1.7	-4
COc1ccc(-c2csc3ncn(CC(=O)N4CCOCC4)c(=O)c23)cc1	-4	-4	-2.1	-1.8	1	0.9	-3	-0.7	-7	-1.1	0
O=C(O)CCCCCCC1C(=O)NC(=O)N1CCC(O)C1CCCCC1 (stereo not drawn)	2	5	0.7	2.9	-6	0.1	3	-3.6	6	-1.7	0
CC(C)(C)NC(=O)Cn1nnc(-c2cccs2)n1	2	3	0.8	2.5	-2	0.7	4	1.0	-6	-1.0	4
Cn1c(SCc2c(Cl)cccc2Cl)nnc1-c1cccs1	11*	-4	0.9	-0.1	2	0.2	-4	-1.6	6	-1.9	-2
CNS(=O)(=O)c1ccc(Oc2ccc(S(=O)(=O)NC)cc2)cc1	1	0	0.7	-2.6	-3	-1.6	-2	-2.4	3	-1.1	3
CCn1c(SCC(=O)Nc2cc(OC)ccc2OC)nc2c(c1=O)SCC2	0	-6	0.0	-3.4	1	0.4	-2	-0.2	-2	-1.1	0
CC(C)(C)NC(=S)N/N=C/c1c(Cl)cccc1Cl	3	-7	0.4	-0.1	0	-0.6	-1	-2.7	-5	-1.2	0
CC(=O)Nc1ccc(S(=O)(=O)Nc2cccc(-c3csc(C)n3)c2)cc1	0	-9	-1.5	-0.9	-2	-0.7	-2	-2.9	1	-1.4	-4
CCOc1ccc(Cc2c(C)[nH]c3ccc(C(=O)O)cc3c2=S)cc1	-10	-20	1.4	-0.7	-2	0.4	3	0.1	-2	-1.5	2
N/C(=N\OC(=O)c1cccc(C(F)(F)F)c1)c1cnccn1	0	-7	0.9	11*	-2	5.2*	5	4.3	-5	0.0	2
CC(=O)Nc1cc[n+](CC(=O)c2cccc([N+](=O)[O-])c2)cc1	1	-6	3.1	-1.3	-2	-0.4	-1	1.7	6	-0.8	2

Further records:
SMILES	PLC-gamma1 inh	PLC-beta3 inh	DAX1 inh-1	hgDAF-12 ag	ADAM17 inh	DAX1 inh-2	SMARCA2 act	hcDAF-12 act	NR1D1 modulator	ssDAF-12 act	MBD2 DNA inh
Cc1ccccc1CNC(=O)COc1ccccc1	-1	-3	1.5	2.0	1	-0.2	2	-0.9	1	-0.1	0
COc1cccc(-c2noc(C3CCCN(C(=O)CC(C)(C)C)C3)n2)c1 (stereo not drawn)	4	-4	0.7	8.9	0	0.8	1	2.5	3	-1.6	3
Brc1ccc(NC(c2ccccc2)c2ccncc2)cc1 (stereo not drawn)	3	1	-1.4	2.9	0	-0.3	0	0.6	0	0.5	2
CSCCNC(=O)c1ccc(OC2CCN(S(=O)(=O)N(C)C)CC2)cc1	0	-1	3.2	-0.7	-1	-0.6	-1	-0.9	7	-1.8	1
CC1CCCN(C(=O)Cn2nnc(-c3ccc(S(C)(=O)=O)cc3)n2)C1 (stereo not drawn)	6	-2	0.4	-2.3	0	-0.1	5	0.6	-1	-1.2	-1
O=C(NC1CC2CCCC(C1)N2Cc1ccccc1)c1cccc(F)c1 (stereo not drawn)	3	-6	-0.4	-0.1	-3	0.1	1	0.3	3	-1.6	-2
COC(=O)CNC(=O)COC(=O)/C=C/c1ccc2ccccc2n1	-3	-3	-1.2	-1.0	-8	0.3	5	-1.4	6	-1.7	-2
CC[C@H](C)[C@H](NC(N)=O)C(=O)NCCc1ccc(OC)c(OC)c1	1	-4	-0.1	-2.9	-2	-0.1	-3	-1.6	3	-1.3	2
CN(Cc1ccccc1)c1ccc(N2C(=O)CCC2=O)cc1[N+](=O)[O-]	6	-4	0.7	3.2	0	-0.2	-4	-1.4	6	-0.9	-11
Cc1csc2ncc(C(=O)N3CCCc4ccccc43)c(=O)n12	5	3	0.6	0.0	-20	1.8	-1	1.2	-4	-0.2	9
COc1ccc(C(OCC(O)CNCCc2ccccc2)c2ccc(OC)cc2)cc1 (stereo not drawn)	6	-2	0.0	-0.6	-1	0.1	-4	-1.6	0	-1.0	-3
COc1ccc(CCNc2ncnc3c2[nH]c2cc(OC)c(OC)cc23)cc1OC	-138	-164	-6.9	-6.6	-99	-1.6	-3	-6.0	-2	-2.8	1
